Neddyl block – inhibitors of cullin neddylation, primary screen, biochemical, TR-FRET, uHTS, NAE and Ubc12 | AID 651699, 2012 | 0.58% of 360,000 active | calls only at 25 µM | NEDD8-conjugating enzyme Ubc12 (Homo sapiens) + NEDD8-activating enzyme E1 regulatory …; in the data active = inhibition above about 36%
MLLE-PAM2 inh – inhibitors of PABP1 MLLE–PAM2 peptide binding, primary screen, biochemical, fluorescence polarization, FITC-PAM2, GST-MLLE | Polyadenylate-binding protein 1 (Homo sapiens), P11940 | inhibition, % at 20 µM | 0.36% of 360,000 active | AID 588489, 2011; in the data active = inhibition above about 35%, passing the limit was not always enough;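 also: plate controls were DMSO wells with GST-MLLE for no effect and wells lacking GST-MLLE protein for full effect; some results filed as inactive read as strong as hits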
FAS TE block – FAS thioesterase domain inhibitors, primary screen, biochemical, fluorescence intensity, uHTS. AID 602261, 2012. inhibition, % at 15 µM. Fatty acid synthase (Homo sapiens), P49327. 0.67% of 360,000 active. recombinant FAS-TE, OMFH fluorogenic substrate, fluorescence endpoint;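 active = compounds whose normalised, plate-corrected inhibition of enzyme fluorescence in the single-dose primary screen is 50% or more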;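 also: 0% = DMSO with enzyme and 100% = substrate without enzyme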
CSN deneddyl inh – inhibitors of CSN-mediated cullin deneddylation, primary screen, biochemical, fluorescence polarization, uHTS; COP9 signalosome complex subunit 5 (Homo sapiens), Q92905; Purified CSN, SCF-Nedd8-OG deneddylation; inhibition, % at 12.5 µM; 0.38% of 360,000 active; AID 651999, 2013;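 active = pattern-corrected inhibition above about 35%, with an unprinted fluorescence ratio check between 0.5 and 1.5, limit read from the data, passing the limit was not always enough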;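 also: 0% = enzyme with substrate and 100% = substrate without enzyme; some results filed as inactive read as strong as hits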
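Assay system: Purified human Csn5 enzyme expressed in HEK293T cells | Amount: Enzyme 0.24 nM | Measured by: Fluorescence polarization readout | Medium: Tris/NaCl/DTT buffer, pH 7.5 | Compound dosing: One concentration, 12.5 µM, 0.25% DMSO | Times: 90 min incubation of compound, enzyme and substrate at room temperature | Control set: no-enzyme wells high, enzyme-with-substrate wells low | Read-out: % inhibition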
eLon inh – inhibitors of E. coli Lon protease, primary screen, biochemical, fluorescence polarization; P0A9M0; purified E. coli Lon protease; inhibition, % at 7.94 µM; 0.42% of 360,000 active; in the data active = inhibition above about 13%, passing the limit was not always enough;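 also: 0% = enzyme with probe and DMSO and 100% = no enzyme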
MsrA act – bovine MsrA enzyme activators, primary screen, biochemical, absorbance, HTS; Methionine sulfoxide reductase A (Bos taurus); purified bovine MsrA, absorbance read-out; activation, % at 10.6 µM; 0.3% of 360,000 active; in the data active = activation above about 7.5%;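 also: 0% = vehicle and 100% = reference activator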
Rin1-Abl PPI inh – inhibitors of Rin1-Abl protein binding, primary screen, biochemical, TR-FRET; inhibition, % at 7.35 µM; AID 588664, 2011; 0.4% of 360,000 active; in the data active = inhibition above about 5%, passing the limit was not always enough
Target sequence (P00519 whole entry, looked up): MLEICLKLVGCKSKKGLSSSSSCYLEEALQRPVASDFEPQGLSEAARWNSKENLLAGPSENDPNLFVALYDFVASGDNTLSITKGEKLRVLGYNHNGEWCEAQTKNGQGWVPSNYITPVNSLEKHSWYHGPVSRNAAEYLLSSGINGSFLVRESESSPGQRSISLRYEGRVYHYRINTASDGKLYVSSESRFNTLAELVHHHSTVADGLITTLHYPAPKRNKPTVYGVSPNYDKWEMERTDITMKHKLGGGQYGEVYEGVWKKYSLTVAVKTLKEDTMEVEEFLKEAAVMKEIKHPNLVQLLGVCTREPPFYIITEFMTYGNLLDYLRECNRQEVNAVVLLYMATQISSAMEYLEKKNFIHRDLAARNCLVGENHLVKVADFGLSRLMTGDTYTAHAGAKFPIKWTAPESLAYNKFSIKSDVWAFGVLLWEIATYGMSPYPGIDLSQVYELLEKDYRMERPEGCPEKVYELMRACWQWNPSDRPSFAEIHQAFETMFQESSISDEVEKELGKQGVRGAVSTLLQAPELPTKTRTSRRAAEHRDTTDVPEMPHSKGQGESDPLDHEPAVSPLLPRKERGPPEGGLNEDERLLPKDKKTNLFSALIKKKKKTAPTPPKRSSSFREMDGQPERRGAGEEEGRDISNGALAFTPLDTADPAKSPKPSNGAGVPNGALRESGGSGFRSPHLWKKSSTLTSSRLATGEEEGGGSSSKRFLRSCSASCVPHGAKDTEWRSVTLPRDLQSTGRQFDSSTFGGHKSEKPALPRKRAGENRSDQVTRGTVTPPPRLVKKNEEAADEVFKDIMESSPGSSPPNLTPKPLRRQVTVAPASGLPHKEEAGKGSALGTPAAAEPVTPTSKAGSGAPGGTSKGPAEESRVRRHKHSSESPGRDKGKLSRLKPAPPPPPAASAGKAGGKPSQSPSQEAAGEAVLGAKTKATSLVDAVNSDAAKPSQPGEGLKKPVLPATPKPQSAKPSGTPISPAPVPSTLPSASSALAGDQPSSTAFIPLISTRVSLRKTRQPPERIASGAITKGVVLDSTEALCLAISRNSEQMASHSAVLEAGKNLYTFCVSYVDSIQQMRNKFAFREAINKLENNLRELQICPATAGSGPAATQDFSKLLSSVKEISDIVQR
Target sequence (Q13671 whole entry, looked up): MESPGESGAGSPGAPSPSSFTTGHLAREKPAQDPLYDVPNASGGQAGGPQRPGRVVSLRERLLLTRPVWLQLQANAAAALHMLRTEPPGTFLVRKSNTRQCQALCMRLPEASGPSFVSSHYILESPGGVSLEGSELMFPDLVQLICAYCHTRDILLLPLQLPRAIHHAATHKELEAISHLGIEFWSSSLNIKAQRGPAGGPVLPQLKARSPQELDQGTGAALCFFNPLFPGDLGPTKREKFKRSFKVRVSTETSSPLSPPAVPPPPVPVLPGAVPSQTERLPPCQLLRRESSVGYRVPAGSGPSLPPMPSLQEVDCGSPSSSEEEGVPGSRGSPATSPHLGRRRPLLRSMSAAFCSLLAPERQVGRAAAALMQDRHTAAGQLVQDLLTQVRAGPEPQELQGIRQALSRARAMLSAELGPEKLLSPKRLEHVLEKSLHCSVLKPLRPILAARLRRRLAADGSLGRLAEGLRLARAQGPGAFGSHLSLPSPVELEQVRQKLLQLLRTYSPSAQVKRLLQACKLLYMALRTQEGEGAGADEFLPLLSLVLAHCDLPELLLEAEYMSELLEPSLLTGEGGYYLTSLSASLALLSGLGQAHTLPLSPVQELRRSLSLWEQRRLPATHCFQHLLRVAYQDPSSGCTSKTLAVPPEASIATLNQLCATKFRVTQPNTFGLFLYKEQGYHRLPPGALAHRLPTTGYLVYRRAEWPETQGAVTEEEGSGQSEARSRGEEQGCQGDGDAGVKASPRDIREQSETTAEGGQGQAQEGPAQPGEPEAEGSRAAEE
TbMetRS inhib – T. brucei MetRS inhibitors, primary screen, biochemical, luminescence. methionyl-tRNA synthetase (Trypanosoma brucei brucei). purified T. brucei MetRS, ATP depletion, Kinase-Glo luminescence. inhibition, % at 11.9 µM. 0.4% of 360,000 active. AID 624268, 2012;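 active = inhibition above a per-plate cutoff of the control wells' mean inhibition plus 3 SD, cut at about 5.5% in these data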;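 also: 0% = DMSO wells median and 100% = median of wells with control inhibitor compound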
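Assay system: T. brucei methionyl-tRNA synthetase, purified | Medium: HEPES buffer with MgCl2, KCl, DTT, spermine, BSA, pyrophosphatase | Compound: 11.9 µM single point | Incubation: 15 min enzyme-compound preincubation, 2 h reaction, 10 min detection, 25 °C | Measured by: Kinase-Glo luciferase luminescence reporting remaining unconsumed ATP | Measure: % inhibition normalized to control-well medians | Replication: Singlicate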
MsrA inh – bovine MsrA enzyme inhibitors, primary screen, biochemical, absorbance, HTS. 0.75% of 360,000 active. AID 651718, 2012. purified bovine MsrA, absorbance read-out. inhibition, % at 15.5 µM; in the data active = inhibition above about 4.5%;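 also: 0% = vehicle wells with enzyme and 100% = reference inhibitor wells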
Starred values were filed as active, the others as inactive; i = inactive; / = no result given.

Start of the listing, in advance, six compounds:
SMILES	Neddyl block	MLLE-PAM2 inh	FAS TE block	CSN deneddyl inh	eLon inh	MsrA act	Rin1-Abl PPI inh	TbMetRS inhib	MsrA inh
O=C(c1cc(=O)[nH]c2ccccc12)N1CCN(Cc2ccc3c(c2)OCO3)CC1	i	1	-5	4	1	-3	-1	-0.3	1.9
CN(C)C(=O)c1cc(S(=O)(=O)N(C)C)c(Cl)cc1N1CCCC1	i	2	1	0	1	-1	-1	-0.3	2.0
CCCC1CCC(c2nc(-c3cccnc3)no2)CC1 (configuration not stated)	i	34	-7	-8	-1	0	-2	0.4	-0.7
Cc1ccccc1C(=O)NCC(=O)NCC1(N2CCOCC2)CCCCC1	i	6	-7	2	-6	3	1	-0.3	-1.1
Nc1ccnc(=O)[nH]1	i	-10	-8	-2	0	-6	-2	-1.8	-1.2
COc1ccc(-c2cc(=O)c3ccc(O)cc3o2)cc1OC	/	-5	2	0	-2	-3	-1	-0.1	3.4

Main list, from the start:
SMILES	Neddyl block	MLLE-PAM2 inh	FAS TE block	CSN deneddyl inh	eLon inh	MsrA act	Rin1-Abl PPI inh	TbMetRS inhib	MsrA inh
O=C(c1cc(=O)[nH]c2ccccc12)N1CCN(Cc2ccc3c(c2)OCO3)CC1	i	1	-5	4	1	-3	-1	-0.3	1.9
CN(C)C(=O)c1cc(S(=O)(=O)N(C)C)c(Cl)cc1N1CCCC1	i	2	1	0	1	-1	-1	-0.3	2.0
CCCC1CCC(c2nc(-c3cccnc3)no2)CC1 (configuration not stated)	i	34	-7	-8	-1	0	-2	0.4	-0.7
Cc1ccccc1C(=O)NCC(=O)NCC1(N2CCOCC2)CCCCC1	i	6	-7	2	-6	3	1	-0.3	-1.1
Nc1ccnc(=O)[nH]1	i	-10	-8	-2	0	-6	-2	-1.8	-1.2
COc1ccc(-c2cc(=O)c3ccc(O)cc3o2)cc1OC	/	-5	2	0	-2	-3	-1	-0.1	3.4
Cc1cc(C)cc(-n2c(O)c(C=NC3CCS(=O)(=O)C3)c3ccccc3c2=O)c1 (configuration not stated)	i	3	-2	0	11	-13	2	-0.4	2.2
O=C(CSc1nnc(C2COc3ccccc3O2)o1)N1CCOCC1 (configuration not stated)	i	-12	0	3	3	-1	-3	-0.3	1.6
O=C(Nc1ccc2c(c1)OCO2)c1ccc(NC2CC2)c([N+](=O)[O-])c1	i	-13	12	-2	1	0	-5	0.6	-0.5
COc1cc(NC(=O)c2cccnc2)c(Cl)cc1NC(=O)c1ccc(Cl)cc1	/	-10	1	3	-1	-3	2	0.0	-1.0

Some entries already given, showing only eLon inh, CSN deneddyl inh and MsrA inh:
smiles | eLon inh | CSN deneddyl inh | MsrA inh
CN(C)C(=O)c1cc(S(=O)(=O)N(C)C)c(Cl)cc1N1CCCC1 | 1 | 0 | 2.0
CCCC1CCC(c2nc(-c3cccnc3)no2)CC1 (configuration not stated) | -1 | -8 | -0.7
Cc1ccccc1C(=O)NCC(=O)NCC1(N2CCOCC2)CCCCC1 | -6 | 2 | -1.1
Nc1ccnc(=O)[nH]1 | 0 | -2 | -1.2

(continued)
SMILES	Neddyl block	MLLE-PAM2 inh	FAS TE block	CSN deneddyl inh	eLon inh	MsrA act	Rin1-Abl PPI inh	TbMetRS inhib	MsrA inh
CCOc1ccccc1NC(=O)c1cc(S(=O)(=O)N2CCOCC2)ccc1C	i	-19	-2	-7	-5	-4	3	0.4	0.3
O=C(Oc1ccccc1)N1CCN(C(=O)c2ccco2)CC1	i	6	-5	0	10	-12	5	-1.4	-0.1
COc1ccc2[nH]c(=O)c(CN(C(C)=O)c3ccc(C)c(C)c3)cc2c1	i	-2	-5	2	1	-1	-4	0.3	1.6
CC(C)N(C(=O)COc1ccc(Br)cc1Cl)C(C)C	i	4	4	2	12	-3	0	-0.1	0.5
COc1cc(NC(=O)CN(c2ccc(C)cc2)S(=O)(=O)c2c(C)nn(C)c2C)cc(OC)c1	i	8	14	-2	-8	-3	1	0.0	-0.5
CCOc1ccc(/C=N/NC(=O)C(C)N(c2ccc(OC)cc2)S(C)(=O)=O)cc1 (configuration not stated)	i	1	-1	5	4	-2	-1	-1.3	0.4
Cc1ccc(S(=O)(=O)NCC(=O)OCC(=O)NC(=O)NC2CCCC2)cc1	i	3	-4	-4	2	-7	-2	-0.7	-0.3
Clc1ccc(NCc2nnc3n2CCCCC3)cc1	i	9	-7	0	-8	0	-1	-0.3	0.0
CC(C)c1cc(NCCOCCO)n2c(nc3ccccc32)c1C#N	/	-8	-4	-5	2	-1	0	-0.5	0.4
CCCCNC(=O)CSc1nc2cc(OC)c(OC)cc2c(=O)n1Cc1ccc(OC)cc1	i	4	-1	3	0	-2	3	-0.4	0.1
COc1ccccc1NC(=O)CSc1nc2sc3c(c2c(=O)n1-c1ccccc1)CCN(C)C3	i	-5	2	8	-51	-3	-4	-0.3	2.9
COc1cccc(C(=O)Nc2nnc(SCC(=O)NC3CCCC3)s2)c1	i	-4	-8	-1	-4	1	1	-0.8	1.4
COCCCN(C(=O)c1cc(Cl)nc2ccccc12)c1c(N)n(Cc2ccccc2)c(=O)[nH]c1=O	i	9	-1	2	-3	-4	4	-0.4	-1.0
Cc1ccc(C)c(OCCC(=O)N2CCN(S(=O)(=O)c3cc(C)ccc3C)CC2)c1	i	0	29	2	-1	-1	-2	-0.2	-0.3
CC1(C)CC(=O)C=C(Nc2ccccc2F)C1	i	13	-1	3	4	-6	-1	-0.7	-0.7
O=C(COc1ccc(S(=O)(=O)NC2CCCCC2)cc1Cl)NCc1cccnc1	i	10	-4	1	-15	-10	-3	-1.7	-0.8
Cc1cc(C)c(NC(=O)c2ccoc2C)c(C)c1	i	2	-2	0	-6	-2	-2	-0.2	0.3
CN(CCNC(=O)C1CCN(S(=O)(=O)c2cnc[nH]2)CC1)Cc1ccccc1	i	-11	-9	3	-3	-4	1	-1.0	-1.0
CCCc1ccc(NC(C)C(=O)Nc2ccc(S(=O)(=O)N3CCOCC3)cc2)cc1 (configuration not stated)	i	9	26	6	-3	-3	-3	-0.1	0.3
Cc1ccccc1C(=O)NNC(=S)NC(=O)c1ccccc1	i	14	-10	-6	-6	3	0	0.4	0.2
C=CCn1c(C)cc(-c2csc(NC(=O)C3=COCCO3)n2)c1C	i	-38	4	17	1	-2	0	0.0	0.4
CCN(CC)S(=O)(=O)c1ccc(O)c(C(=O)OCC(=O)N2CCCC2)c1	i	-1	-5	1	6	-2	1	0.3	-0.3
CCc1ccccc1NC(=O)COc1ccc2oc(-c3ccc(OC)cc3)cc(=O)c2c1	i	1	-7	11	-1	-8	2	-0.2	1.2
O=C(C1COc2ccccc2O1)N1CCN(c2ccc(C(F)(F)F)cn2)CC1 (configuration not stated)	i	3	20	-3	-1	-4	0	-0.4	-0.3
CCOc1ccc(N2CC(C(=O)Nc3ccc(S(=O)(=O)N4CCOCC4)cc3)CC2=O)cc1 (configuration not stated)	i	7	-7	-1	0	-4	1	-0.6	-0.2
Cc1ccc(C(=O)NCCCNC(=O)Cc2ccccc2)cn1	i	5	-7	0	-3	-1	4	0.4	-0.2
O[C@H]1CN(CC2CCCCC2)[C@@H](c2ccccc2)C[C@@H]1n1cc(C2CC2)nn1	i	9	4	9	-5	-6	0	0.4	-0.8
Cc1nc2sc(C(c3ccc(Br)cc3)N3CC(C)OC(C)C3)c(O)n2n1 (configuration not stated)	i	4	-6	3	-6	-12	3	0.4	1.0
O=C(COC(=O)C1CCN(S(=O)(=O)c2ccc3c(c2)OCCO3)CC1)Nc1ccc(C(F)(F)F)cc1	i	2	30	-12	-6	-11	-1	-1.8	0.3
CCc1nnc(NC(=O)CSc2nnc(-c3ccco3)o2)s1	i	-6	-2	-1	-5	-7	2	0.7	0.2

Entries of single compounds as entered above. Order of values: Neddyl block, MLLE-PAM2 inh, FAS TE block, CSN deneddyl inh, eLon inh, MsrA act, Rin1-Abl PPI inh, TbMetRS inhib, MsrA inh
O=C(COC(=O)C1CCN(S(=O)(=O)c2ccc3c(c2)OCCO3)CC1)Nc1ccc(C(F)(F)F)cc1 across the screens: i, 2, 30, -12, -6, -11, -1, -1.8, 0.3
CCOc1ccc(N2CC(C(=O)Nc3ccc(S(=O)(=O)N4CCOCC4)cc3)CC2=O)cc1 (configuration not stated) across the screens: i, 7, -7, -1, 0, -4, 1, -0.6, -0.2
O[C@H]1CN(CC2CCCCC2)[C@@H](c2ccccc2)C[C@@H]1n1cc(C2CC2)nn1 across the screens: i, 9, 4, 9, -5, -6, 0, 0.4, -0.8

Following part
SMILES	Neddyl block	MLLE-PAM2 inh	FAS TE block	CSN deneddyl inh	eLon inh	MsrA act	Rin1-Abl PPI inh	TbMetRS inhib	MsrA inh
O=C(c1cccnc1)N1CCN(C(=O)c2cccs2)CC1	i	6	-8	2	2	-11	-1	-0.5	-0.2
O=C(Nc1cnccn1)C1c2ccccc2Oc2ccccc21	i	3	-6	2	-5	1	3	-0.4	0.5
CCCc1ccc2oc(C(=O)N3CCC(N4CCCC(O)C4)CC3)c(C)c2c1 (configuration not stated)	i	-14	-4	2	-6	0	-2	-0.5	-0.4
CCn1nnnc1SCC(=O)c1cc(OC)ccc1OC	i	3	-6	3	7	-1	-3	0.1	0.6
Cc1ccccc1-n1c(Cn2c(=O)sc3ccccc32)nnc1SCC(N)=O	i	1	-3	-3	2	0	-2	-0.9	-0.2
COc1ccc(NC(=O)Cc2ccccc2F)cn1	i	4	0	5	6	-8	3	-0.9	-0.8
CCCCC(=O)Nc1cc(NC(=O)CCCC)cc(C(=O)O)c1	i	-6	-9	0	-3	-1	2	-1.2	-0.7
CC(C)(C)OC(=O)N1CCCC(C(=O)CC#N)C1 (configuration not stated)	i	-5	-6	-3	-5	-10	3	-1.4	0.4
CC(C)Oc1ccc(CN2CCC2(C)C(=O)Nc2cccc3cccnc23)cc1 (configuration not stated)	i	13	28	-4	-1	2	0	-0.2	1.0
COc1ccc(-c2csc(NC3CCCCC3)n2)c(OC)c1	i	-47	-4	11	-15	-1	2	-0.3	1.9

Compound activity (PubChem)
